CXCR6 block: CXCR6 (human) receptor inhibition; CHO-K1 PathHunter CXCR6 beta-arrestin, luminescence; inhibition, % at 20 µM; 0.36% of 360,000 active; in the data active = inhibition above about 34%, passing the limit was not always enough;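 note: antagonist mode with CXCL16 agonist at 10 nM final; 0% = 10 nM CXCL16 with DMSO and 100% = unstimulated wells without agonist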
Target sequence (O00574 whole entry, looked up): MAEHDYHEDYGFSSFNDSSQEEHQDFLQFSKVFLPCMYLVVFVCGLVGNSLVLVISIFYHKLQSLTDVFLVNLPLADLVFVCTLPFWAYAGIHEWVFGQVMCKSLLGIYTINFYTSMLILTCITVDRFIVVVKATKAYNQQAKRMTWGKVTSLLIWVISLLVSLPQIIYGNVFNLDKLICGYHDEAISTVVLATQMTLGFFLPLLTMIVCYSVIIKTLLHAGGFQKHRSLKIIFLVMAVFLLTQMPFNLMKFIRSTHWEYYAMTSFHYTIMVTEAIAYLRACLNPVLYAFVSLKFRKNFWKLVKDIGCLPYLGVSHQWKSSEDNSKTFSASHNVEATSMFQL
Mdm2 MdmX PPI: disrupts the human Mdm2-MdmX interaction. SaOS-2 split-luciferase Mdm2/MdmX complementation, luminescence. inhibition, % at 8 µM. 3% of 330,000 active. AID 485346;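 active = inhibition of at least 50% at 8 µM in the primary screen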
UPR XBP1 act: activators of adaptive arm of unfolded protein response (XBP1); CHO-XBP1 luciferase reporter, IRE1-XBP1 UPR activation, luminescence; percent of tunicamycin response, DMSO as zero; activation, % at 20 µM; 0.33% of 330,000 active; AID 463104;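 active = versus positive control, 20 µM dose yields 30% or more activation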;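 note: 100% = tunicamycin at 10 µg/mL and 0% = DMSO only wells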
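Material: CHO-XBP1 cells stably carrying IRE1-XBP1-driven luciferase reporter / Amount: 1000 cells per well / Compound: 20 µM, 1% DMSO / Times: 6 h treatment, 37 °C / Detection: luciferase luminescence / Measure: % activation of reporter signal versus tunicamycin and DMSO controls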
APJ agonist: APJ receptor agonism; P35414; CHO-K1 APJ PathHunter beta-arrestin, luminescence; 0% DMSO wells, 100% apelin; activation, % at 20 µM; 0.11% of 330,000 active;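 active = activation more than six SD over the plate average, tested at 20 µM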;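 note: 0% = DMSO alone and 100% = apelin-13 at 10 nM; some results filed as inactive read as strong as hits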
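Assay system: engineered CHO-K1 APJ arrestin reporter cells; Amount: 1000 CHO-K1 reporter cells seeded per well; Dosing: one dose, 20 µM compound, 1% DMSO; Times: compound stimulation 90 min at 25 °C, detection 60 min; Measured by: luminescent beta-gal fragment complementation, chemiluminescent substrate; Read-out: APJ–arrestin association signal; Controls: DMSO vs Apelin-13 10 nM.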
CCR6 antag: CCR6 (human) receptor antagonism. AID 493098. inhibition, % at 20 µM. 0.49% of 340,000 active. CHO-K1 CCR6 PathHunter beta-arrestin, luminescence, CCL20-stimulated;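 active = compounds whose inhibition of the agonist-driven luminescence signal at 20 µM reaches about 50%, limit read from the data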;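 note: cells stimulated with CCL20 at 14 nM final; plate controls were DMSO with CCL20 for no effect and DMSO without agonist for full effect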
EBI2 block: blocks human EBI2 receptor beta-arrestin signaling; P32249; 0.81% of 360,000 active; EBI2 beta-arrestin recruitment, luminescence, 7a,25-OHC stimulated; inhibition, % at 5 µM; in the data active = inhibition above about 38%;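 note: enzyme fragment complementation signal reports receptor beta-arrestin coupling in cells; 0% = agonist plus DMSO wells and 100% = wells without agonist; some results beyond the cut were filed as inactive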
Target sequence (P32249 whole entry, looked up, the tested form may be a part): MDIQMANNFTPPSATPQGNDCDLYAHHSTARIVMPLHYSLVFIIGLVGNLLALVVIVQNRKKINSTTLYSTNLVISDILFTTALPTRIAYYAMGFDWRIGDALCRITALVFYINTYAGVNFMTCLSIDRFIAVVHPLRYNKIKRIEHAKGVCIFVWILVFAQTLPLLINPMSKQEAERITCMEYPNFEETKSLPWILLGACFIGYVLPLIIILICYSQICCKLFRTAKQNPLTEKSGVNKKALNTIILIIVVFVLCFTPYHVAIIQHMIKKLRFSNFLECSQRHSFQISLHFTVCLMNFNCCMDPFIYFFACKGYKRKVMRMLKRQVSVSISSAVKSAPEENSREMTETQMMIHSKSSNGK
tim23-1 inh: tim23-1 yeast growth inhibition; AID 463212; S. cerevisiae tim23-1 growth, BacTiter-Glo luminescence, 24 h; 1.3% of 330,000 active; inhibition, % at 20 µM;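 active = growth inhibition of the mutant yeast at or above 50%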;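 note: temperature-sensitive mutant grown at 25 °C; plate controls were DMSO-treated mutant yeast for no effect and medium wells lacking yeast for full effect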
CHOP UPR activ: apoptotic UPR (CHOP) activation; 0.34% of 330,000 active; CHO-CHOP luciferase reporter, luminescence; percent of tunicamycin response over DMSO baseline; activation, % at 10 µM;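 active = at 10 µM dose, activation of 40% or more, normalized to positive control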;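 note: 100% = tunicamycin at 10 µg/mL and 0% = DMSO alone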
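System: CHO CHOP reporter cells. Amount: 500 cells per well. Buffer or medium: F12 medium, 10% FBS. Compound dosing: one dose, 10 µM in 0.5% DMSO. Incubation: 6 h compound exposure at 37 °C after overnight seeding. Technique: Steady-Glo luciferase luminescence. Benchmarks: tunicamycin and DMSO controls.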
APJ antag: APJ receptor antagonism; P35414; CHO-K1 APJ beta-arrestin complementation, luminescence; inhibition, % at 20 µM; 0.32% of 330,000 active;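 active = inhibition above about 40% at 20 µM, limit read from the data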;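 note: cells challenged with 10 nM apelin-13 agonist together with compound; plate controls were apelin-13 plus DMSO wells for no effect and DMSO wells lacking apelin-13 for full effect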
Starred values were filed as active, the others as inactive; / = no result given. Some of the compounds tested (hit frequency here may not be typical).

Every second line gives: CXCR6 block	Mdm2 MdmX PPI	UPR XBP1 act	APJ agonist	CCR6 antag	EBI2 block	tim23-1 inh	CHOP UPR activ	APJ antag
O=C(COc1cc(F)ccc1[N+](=O)[O-])Nc1cc(S(=O)(=O)N2CCCC2)ccc1Cl
 : -1.2	3.9	-1.7	6.7	7.5	4.7	7.9	1.2	-9.4
CCC(=O)N/C(=N/c1nc(C)cc(C)n1)Nc1cccc(OC)c1
 : 1.1	15.3	-1.8	-5.2	7.0	-8.1	23.2	0.0	18.8
CC(C)N(Cc1ccccc1)C(=O)COc1ccccc1
 : 16.8	4.6	0.7	1.4	12.1	4.8	-2.5	0.2	5.0
Cn1c(=O)[nH]c2ncccc21
 : -1.6	-4.4	-1.5	-1.7	1.4	-7.2	9.8	0.4	5.2
O=C(O)CN(c1ccccc1)C1SC(=O)NC1=O (stereo unspecified)
 : -7.2	18.7	-2.2	-5.0	-4.9	-0.6	9.5	-1.1	-5.8
COc1ccc(NC(=O)CN2CCCCC2)cc1
 : 1.6	-8.5	0.8	-4.9	6.4	0.8	1.4	0.1	17.4
CC(=O)Nc1ccc(NC(=O)CN(c2ccc(F)cc2)S(=O)(=O)c2ccc3c(c2)OCCO3)cc1
 : -6.3	30.8	-2.1	2.0	-5.4	4.1	9.8	-1.4	1.7
O=C(c1ccc(-c2ccccc2)cc1)N1CCC(C(=O)N2CCCC2)CC1
 : 2.2	19.3	-4.1	-1.7	6.8	42.8	-0.9	-2.2	5.1
FC(F)(F)c1cccc(-n2cccc2/C=N/n2cnnc2)c1
 : -0.1	2.2	4.1	-3.8	5.6	-3.3	-1.5	-0.8	12.1
COc1ccc(NS(=O)(=O)c2ccc(Oc3c(C#N)cccc3C#N)cc2)cc1
 : -4.1	0.2	-4.6	2.6	-0.8	6.1	-33.2	5.9	11.2
Cc1ccc(-c2ccc(S(=O)(=O)N3CC(C)OC(C)C3)cc2)cc1 (stereo unspecified)
 : 1.8	17.0	2.2	-4.0	-8.0	5.2	-10.5	0.2	0.3
CN(C)CC(O)COc1cccc(OCC(O)CN(C)C)c1 (stereo unspecified)
 : -2.6	13.4	0.0	-1.1	-8.8	5.3	-4.0	0.4	6.6
O=C(COC(=O)/C=C/c1cccc(C(F)(F)F)c1)NCc1ccco1
 : 0.0	-6.4	2.9	-4.7	2.4	2.1	7.7	0.4	13.5
COc1ccc(C(=O)CCc2nc3ccccc3s2)cc1
 : -2.9	-11.0	3.5	-1.4	-0.9	4.4	14.5	2.1	-19.3
O=C(NCc1ccc(F)c(F)c1)C1CCC(=O)N(CCc2ccccc2)C1 (stereo unspecified)
 : -1.6	14.0	-4.6	-2.0	8.3	35.0	17.4	1.0	11.3

Record cards, as listed above. Order of screens: CXCR6 block, Mdm2 MdmX PPI, UPR XBP1 act, APJ agonist, CCR6 antag, EBI2 block, tim23-1 inh, CHOP UPR activ, APJ antag
O=C(COc1cc(F)ccc1[N+](=O)[O-])Nc1cc(S(=O)(=O)N2CCCC2)ccc1Cl across the screens: -1.2, 3.9, -1.7, 6.7, 7.5, 4.7, 7.9, 1.2, -9.4
CC(=O)Nc1ccc(NC(=O)CN(c2ccc(F)cc2)S(=O)(=O)c2ccc3c(c2)OCCO3)cc1 across the screens: -6.3, 30.8, -2.1, 2.0, -5.4, 4.1, 9.8, -1.4, 1.7

Following part
Every second line gives: CXCR6 block	Mdm2 MdmX PPI	UPR XBP1 act	APJ agonist	CCR6 antag	EBI2 block	tim23-1 inh	CHOP UPR activ	APJ antag
O=C(Cn1cc(SCc2ccccc2Cl)c2ccccc21)N1CCOCC1
 : -8.0	-66.5	0.0	0.1	7.9	5.0	21.8	8.1	4.1
Cc1cc(N=CC2=C(O)CCCC2=O)no1
 : -1.2	8.4	-4.0	2.0	-5.3	-5.8	17.2	-1.6	11.7
CN(CC(=O)Nc1cccc(F)c1)C(=O)CSc1ccc(Br)cc1
 : -4.0	13.4	0.2	0.7	9.4	7.2	17.3	2.1	0.7
Cc1[nH]c(C(=O)O)c(C)c1C(=O)OC(C)C
 : -0.1	-19.4	-0.5	0.5	1.6	0.6	10.0	1.6	3.4
Cn1c(N)c(C(=O)COC(=O)Cn2cc(C(F)(F)F)ccc2=O)c(=O)n(C)c1=O
 : 1.6	7.6	-3.4	-3.4	-6.2	-0.8	-5.0	-4.0	10.5
CN1CCN(c2ccccc2NC(=O)c2ccc(-c3ccc(Br)cc3)o2)CC1
 : -4.0	47.9	2.9	-5.9	14.3	16.6	50.0	1.5	-0.2
O=C1C2C3C=CC(CC3)C2C(=O)N1/N=C/c1ccccc1O (stereo unspecified)
 : -5.0	13.2	-0.4	-5.3	1.8	6.8	1.6	8.0	2.2
CCCc1nnc(SCC(=O)N2C(C)CCCC2C)n1CC (stereo unspecified)
 : -6.5	18.4	-3.4	-2.7	7.0	4.8	1.6	0.2	5.2
C/C(=N\NC(=O)C1CC1)c1cccc(NC(=O)c2cccc(Cl)c2)c1
 : /	16.9	-0.5	3.9	/	/	-1.8	-1.1	20.9
COc1ccc(/C=N/NC(=O)c2ccccc2O)cc1CN1CCOCC1
 : 5.8	32.6	-2.1	-3.5	3.2	-8.5	-0.5	0.7	-2.3
CCOC(=O)c1c(C)n(O)c2ccc(Cl)cc2c1=O
 : -1.0	19.6	-0.2	2.3	-4.9	-10.2	-3.1	-2.2	-9.9

In the list so far, these contain nitrogen in an aromatic ring.
Every second line gives: CXCR6 block	Mdm2 MdmX PPI	UPR XBP1 act	APJ agonist	CCR6 antag	EBI2 block	tim23-1 inh	CHOP UPR activ	APJ antag
CCC(=O)N/C(=N/c1nc(C)cc(C)n1)Nc1cccc(OC)c1
 : 1.1	15.3	-1.8	-5.2	7.0	-8.1	23.2	0.0	18.8
Cn1c(=O)[nH]c2ncccc21
 : -1.6	-4.4	-1.5	-1.7	1.4	-7.2	9.8	0.4	5.2
FC(F)(F)c1cccc(-n2cccc2/C=N/n2cnnc2)c1
 : -0.1	2.2	4.1	-3.8	5.6	-3.3	-1.5	-0.8	12.1
COc1ccc(C(=O)CCc2nc3ccccc3s2)cc1
 : -2.9	-11.0	3.5	-1.4	-0.9	4.4	14.5	2.1	-19.3
O=C(Cn1cc(SCc2ccccc2Cl)c2ccccc21)N1CCOCC1
 : -8.0	-66.5	0.0	0.1	7.9	5.0	21.8	8.1	4.1
Cc1cc(N=CC2=C(O)CCCC2=O)no1
 : -1.2	8.4	-4.0	2.0	-5.3	-5.8	17.2	-1.6	11.7
Cc1[nH]c(C(=O)O)c(C)c1C(=O)OC(C)C
 : -0.1	-19.4	-0.5	0.5	1.6	0.6	10.0	1.6	3.4
Cn1c(N)c(C(=O)COC(=O)Cn2cc(C(F)(F)F)ccc2=O)c(=O)n(C)c1=O
 : 1.6	7.6	-3.4	-3.4	-6.2	-0.8	-5.0	-4.0	10.5
CCCc1nnc(SCC(=O)N2C(C)CCCC2C)n1CC (stereo unspecified)
 : -6.5	18.4	-3.4	-2.7	7.0	4.8	1.6	0.2	5.2
CCOC(=O)c1c(C)n(O)c2ccc(Cl)cc2c1=O
 : -1.0	19.6	-0.2	2.3	-4.9	-10.2	-3.1	-2.2	-9.9
